Mcl1 Noxa PPI – Mcl-1/Noxa interaction inhibition; Q07820; AID 1022; 220,000 compounds, 1.5% hits; TR-FRET Mcl-1/Noxa peptide binding, 2 h; inhibition, % at 21.7 µM;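 active means compounds that cut the protein-peptide binding signal by more than 50% relative to plate controls in a single-dose test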;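 further: His-tagged Mcl-1 with rhodamine Noxa BH3 peptide and terbium anti-His antibody; 0% = Mcl-1 plus Noxa peptide wells and 100% = peptide-only wells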
ABCB1 block – blocks JC-1 efflux by human ABCB1 transporter. P08183. 190,000 compounds, 0.067% hits. inhibition, % at 6.6 µM. AID 1326. CCRF-Adr cells, flow cytometry; in the data active means inhibition above about 40%;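 further: 0% = vehicle and 100% = reference inhibitor; higher value means more JC-1 retained so stronger ABCB1 efflux block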
Target sequence (P08183 whole entry, looked up): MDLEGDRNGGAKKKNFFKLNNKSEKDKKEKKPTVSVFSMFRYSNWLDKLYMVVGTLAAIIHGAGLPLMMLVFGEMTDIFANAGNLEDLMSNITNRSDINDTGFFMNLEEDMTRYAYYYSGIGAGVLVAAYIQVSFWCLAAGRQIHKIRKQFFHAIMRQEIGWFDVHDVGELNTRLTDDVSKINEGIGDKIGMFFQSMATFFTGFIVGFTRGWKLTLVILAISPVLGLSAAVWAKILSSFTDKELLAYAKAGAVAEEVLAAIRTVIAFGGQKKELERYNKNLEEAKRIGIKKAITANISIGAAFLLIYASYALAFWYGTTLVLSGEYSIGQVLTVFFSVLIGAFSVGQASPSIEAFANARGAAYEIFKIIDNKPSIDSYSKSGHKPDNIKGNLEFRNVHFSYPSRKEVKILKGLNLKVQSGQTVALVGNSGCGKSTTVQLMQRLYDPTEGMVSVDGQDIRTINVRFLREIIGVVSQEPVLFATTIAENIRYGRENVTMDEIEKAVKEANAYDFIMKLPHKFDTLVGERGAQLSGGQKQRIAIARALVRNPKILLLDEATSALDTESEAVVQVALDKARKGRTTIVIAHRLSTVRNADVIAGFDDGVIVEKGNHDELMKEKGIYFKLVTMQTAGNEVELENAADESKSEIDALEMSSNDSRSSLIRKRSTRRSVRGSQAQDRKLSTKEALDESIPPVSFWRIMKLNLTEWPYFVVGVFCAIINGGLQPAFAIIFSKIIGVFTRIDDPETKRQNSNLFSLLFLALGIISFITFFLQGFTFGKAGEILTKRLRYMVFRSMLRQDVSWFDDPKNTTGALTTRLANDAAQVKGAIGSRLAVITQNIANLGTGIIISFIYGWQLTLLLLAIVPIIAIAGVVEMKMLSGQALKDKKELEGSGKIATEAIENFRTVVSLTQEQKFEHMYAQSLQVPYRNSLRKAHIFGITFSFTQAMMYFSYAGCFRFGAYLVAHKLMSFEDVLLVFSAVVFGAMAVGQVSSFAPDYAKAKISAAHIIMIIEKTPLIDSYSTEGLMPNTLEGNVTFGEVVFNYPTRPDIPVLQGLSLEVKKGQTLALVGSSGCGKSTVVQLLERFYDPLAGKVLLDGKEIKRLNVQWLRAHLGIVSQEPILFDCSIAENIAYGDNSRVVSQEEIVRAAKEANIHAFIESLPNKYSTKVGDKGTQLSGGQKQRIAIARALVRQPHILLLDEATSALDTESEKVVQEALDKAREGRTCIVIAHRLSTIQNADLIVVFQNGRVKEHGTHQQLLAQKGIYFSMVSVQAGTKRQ
Rab7 wt modul – dog Rab7 wildtype GTP binding, inhibitors and activators. GTP binding activity (percent of control), % at 10 µM. 190,000 compounds, 0.055% hits. GST-Rab7 beads, fluorescent GTP binding, flow cytometry; actives lie on both sides; untreated = 100%, excess cold GTP = 0%;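 active means fluorescent GTP binding to Rab7 beads changed by at least 20 points from the 100% baseline, either direction, mostly lower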;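 further: median green fluorescence of bound Bodipy-FL-GTP per Rab7 bead population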
Rac1 wt modul – human Rac1 wildtype GTP binding, inhibitors and activators. P63000. GST-Rac1 beads, fluorescent GTP binding, flow cytometry; actives lie on both sides; 0 = cold GTP competed, 100 = untreated. GTP binding activity (% of control), % at 10 µM. 190,000 compounds, 0.27% hits. AID 757;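 active means GTP binding activity at least 20 points away from the 100% control level, either lower or higher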
ABCG2 block – blocks JC-1 efflux by human ABCG2 transporter; IgMXP3 cells, flow cytometry; inhibition, % at 6.6 µM; 190,000 compounds, 0.1% hits; AID 1325;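 active means inhibition above 80%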;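 further: 0% = DMSO and 100% = nicardipine control wells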
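Test system: IgMXP3 cells (ABCG2) mixed with DDAO far-red-labelled CCRF-Adr cells (ABCB1). Reagent: JC-1 transporter substrate. Compound dosing: single test compound dose, 6.6 µM final. Times: 10 min compound exposure, 25 °C. Detection: flow cytometry of retained JC-1 fluorescence. Read-out basis: efflux inhibition in percent versus controls. Controls: nicardipine and DMSO wells.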
HRas wt GTP – changes GTP binding to wildtype human HRas | GST-Ras wt beads, Bodipy-FL-GTP binding, flow cytometry; actives lie on both sides | P01112 | GTP binding activity, % at 10 µM | AID 759 | 190,000 compounds, 0.14% hits;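 active means GTP binding activity at least 20% away from the 100% baseline, either lowered as inhibitor or raised as activator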;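 further: 0% = unlabeled GTP competition control and 100% = no-compound control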
Pf gametocyte – kills late stage P. falciparum gametocytes | AID 743093 | 150,000 compounds, 0.065% hits | P. falciparum stage V gametocytes, ATP luminescence, 24 h | inhibition, % at 10.9 µM;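 active means inhibition above the mean plus 3 SD of compounds within the control limits, set per campaign, cut at about 38% in these data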;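 further: 0% = DMSO wells and 100% = medium only without gametocytes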
Cdc42 wt – human Cdc42 wildtype GTP binding change, either direction; P60953; 190,000 compounds, 0.2% hits; AID 761; GST-Cdc42 beads, Bodipy-GTP binding, flow cytometry; actives lie on both sides; percent activity (GTP binding), % at 10 µM;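 active means percent activity GTP binding at least 20 points away from the 100% baseline, either down as inhibitor or up as activator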;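 further: median bead fluorescence of bound Bodipy-FL-GTP at 100 nM; 0% = excess unlabeled GTP control and 100% = no compound control; below 100% means less GTP binding so inhibitor and above means activator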
Avidin bead fluor – compound fluoresces at 488/530 nm on avidin beads; compound fluorescence 488/530 nm, flow cytometry; hits give high values; AID 1775; fluorescence (KMESF) at 10 µM; 220,000 compounds, 0.38% hits; in the data active means fluorescence above about 47; further: inactives centre near 10
Rac1 act GTP bind – modulators of GTP binding to human Rac1 activated mutant; percent activity (GTP binding), % at 10 µM; AID 764; 190,000 compounds, 0.11% hits; GST-Rac1 activated beads, fluorescent GTP binding, flow cytometry; actives lie on both sides; 100% means binding = to untreated wells; P63000;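 active means GTP binding at least 20 percentage points away from the 100% baseline, in either direction, so actives lie on both sides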
Rab2A wt mod – changes GTP binding to wildtype dog Rab2A, up or down; P61105; GST-Rab2 wt beads, Bodipy-GTP binding, flow cytometry; GTP binding activity, % at 10 µM; 190,000 compounds, 0.19% hits; AID 760;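 active means GTP binding activity at least 20 points away from 100%, either lowered or raised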;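 further: 0% = beads with excess unlabeled GTP and 100% = no-compound control corrected for plate trend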
Starred values were filed as active, the others as inactive; / = no result given; [ ] = dose if it differs, or a comment.

SMILES | Mcl1 Noxa PPI | ABCB1 block | Rab7 wt modul | Rac1 wt modul | ABCG2 block | HRas wt GTP | Pf gametocyte | Cdc42 wt | Avidin bead fluor | Rac1 act GTP bind | Rab2A wt mod
COc1ccc(OC)c(S(=O)(=O)N(C)CC(=O)N2CCc3ccccc3C2)c1 | -8 | 0.6 | 97 | 102 | 10 | 98 | / | 97 | 5 | 93 | 93
Cc1ccc(CNC(=O)CSc2nc(C)cc(C)c2C#N)cc1 | 4 | -1.8 | 93 | 95 | 0 | 94 | / | 97 | 6 | 93 | 95
N#CCCn1c2ccccc2c2nc3ccccc3nc21 | 4 | 0.1 | 98 | 96 | 0 | 99 | -7 | 98 | 8 | 93 | 99
N#Cc1c(SCC(=O)N2CCCCC2)nsc1SCC(=O)N1CCCCC1 | 7 | 0.9 | 97 | 101 | 4 | 99 | / | 101 | 17 | 101 | 101
O=C(O)CNC(=O)/C(=C/c1cccc([N+](=O)[O-])c1)NC(=O)c1ccco1 | 3 | 0.2 | 97 | 100 | 11 | 98 | -22 | 99 | 23 | 100 | 99
O=C(OCCCN1CCCC1)C1(c2ccccc2)CCCC1 | 14 | 0.4 | 100 | 100 | 2 | 98 | -23 | 98 | 6 | 97 | 99
COc1cc(C)c(C(C)C)cc1S(=O)(=O)NCCCn1ccnc1 | 4 | 0.3 | 97 | 103 | 1 | 99 | / | 99 | 5 | 98 | 100
COc1ccccc1-c1n[nH]c(=S)n1Cc1ccco1 | 34 | 0.2 | 103 | 96 | 0 | 95 | / | 93 | 8 | 92 | 95
Cc1ccc(-c2nnc3ccc(SCC(=O)Nc4cc(C)on4)nn23)cc1 | 1 | 0.4 | 104 | 105 | 8 | 102 | 5 | 104 | 14 | 100 | 102
CC1(C)NC(=O)N(CC(O)Cn2c3ccccc3c3ccccc32)C1=O (centres undefined) | 2 | 0.9 | 93 | 99 | 1 | 94 | 2 | 97 | 11 | 99 | 94
Cn1c(SCC(=O)c2c(N)n(C)c(=O)n(C)c2=O)nnc1-c1ccccc1F | 13 | -0.1 | 97 | 97 | 2 | 94 | 10 | 96 | 6 | 95 | 96
CC(C)CCNC(=O)CN(C(=O)CCC(=O)Nc1ccccn1)c1ccc(F)c(Cl)c1 | 5 | 0.3 | 90 | 96 | 1 | 92 | -15 | 93 | 12 | 95 | 91
COc1ccc(/C=N/NC(=O)c2[nH]c(C)c(C(=O)N/N=C/c3ccc(OC)cc3)c2C)cc1 | 38 | 0.4 | 96 | 91 | 0 | 92 | 16 | 95 | 13 | 96 | 94
CCOc1ccc(CN2C(=O)c3ccccc3C2C(=O)NCC2CCCO2)cc1 (centres undefined) | 2 | 0.5 | 94 | 96 | -1 | 96 | -3 | 95 | 12 | 95 | 96
COc1ccccc1OCC(=O)Nc1ccc(S(=O)(=O)Nc2cc(C)nc(C)n2)cc1 | 24 | -0.3 | 98 | 101 | 0 | 100 | -12 | 101 | 12 | 97 | 100
CCCS(=O)(=O)c1c(S(=O)(=O)CCC)c2cc(-c3ccncc3)ccn2c1C(=O)OC | 19 | 1.6 | 104 | 96 | 1 | 98 | / | 99 | 13 | 96 | 100
C/C(N)=C(/C#N)C(=O)CSc1nc2cc(Cl)ccc2c(=O)n1-c1ccc(C)cc1 | -29 | 0.1 | 97 | 96 | -1 | 95 | -1 | 95 | 12 | 97 | 96
CCSc1ccccc1C(=O)NCc1ccc(OC)cc1 | 2 | 0.5 | 106 | 113 | 2 | 106 | / | 105 | 10 | 101 | 106
O=c1[nH]ncc2c3ccccc3n(Cc3ccc(F)cc3)c12 | 9 | 0.8 | 104 | 108 | 5 | 102 | / | 103 | 24 | 97 | 103
CCOc1ccc(-c2cn(S(=O)(=O)c3cccc4nsnc34)nc2N)cc1 | 13 | 1.2 | 99 | 102 | 20 | 97 | -17 | 100 | 13 | 97 | 100
COC(=O)c1cc(OC)c(OC)cc1NC(=S)N1CCN(c2ccccn2)CC1 | -4 | 1.9 | 99 | 99 | 6 | 98 | 1 | 99 | 10 | 97 | 97
C=CCOc1ccc(CNn2c(C)n[nH]c2=S)cc1OC | 8 | 0.1 | 98 | 97 | 2 | 98 | / | 99 | 5 | 97 | 96
CSC(=NC#N)N1CCN(c2ccc(Cl)cc2)CC1 | 28 | 0.4 | 98 | 101 | 3 | 100 | -16 | 100 | 5 | 96 | 96
OCCNc1nc(N2CCCC2)nc(N2CCCC2)n1 | -3 | -0.1 | 103 | 102 | 0 | 101 | / | 99 | 22 | 98 | 102
CC(C)=CCN1CCN(Cc2ccc3nsnc3c2)CC1CCO (centres undefined) | 8 | 0.1 | 104 | 96 | 0 | 98 | -14 | 94 | 3 | 94 | 100
c1ccc(-n2ncc3c(N4CCN(c5ccccn5)CC4)nc(N4CCCCCC4)nc32)cc1 | -2 | 0.7 | 100 | 98 | 4 | 98 | / | 98 | 5 | 98 | 98
O=C(C1CCCO1)N1CCN(C(=S)Nc2ccccc2)CC1 (centres undefined) | -16 | -0.3 | 96 | 105 | -3 | 98 | -8 | 99 | 8 | 100 | 99
COc1ccccc1N1N=C(c2cccs2)CC1c1ccccc1 (centres undefined) | 43 | 0.5 | 100 | 104 | 0 | 101 | -14 | 103 | 1 | 102 | 102
Cc1nc2ccc(NC(=O)c3cc(S(=O)(=O)N(C)c4ccccc4)ccc3Cl)cc2s1 | -27 | 0.5 | 111 | 106 | 3 | 105 | 17 | 106 | 4 | 101 | 105
CC(=O)N(C)c1ccc(C(O)(C(F)(F)F)C(F)(F)F)cc1 | -1 | 0.2 | 96 | 100 | 4 | 96 | -34 | 98 | 5 | 93 | 99
COc1ccc(-c2cc(C)nc3c(-c4ccccc4)cnn23)cc1 | 14 | 0.8 | 97 | 94 | 25 | 94 | -12 | 95 | 11 | 94 | 94
CC(C)C(=O)Nc1nnc(-c2ccccc2)o1 | 2 | 0.2 | 96 | 107 | 1 | 101 | / | 99 | 9 | 102 | 98
CCCNS(=O)(=O)c1ccc(OCC(=O)N2CCCC2)cc1 | 2 | 0.5 | 99 | 99 | 4 | 98 | 18 | 98 | 10 | 96 | 98
COC(=O)c1c(N2C(=O)[C@H]3[C@@H](C2=O)[C@]2(C(=O)Nc4c2ccc(C)c4C)N2CCC[C@@H]32)sc(C)c1C | 40 | 7.1 | 131*[activator] | 124*[activator] | 9 | 123*[activator] | / | 110 | 8 | 114 | 129*[activator]
Cc1ccc(CNC(=O)c2cncc(Br)c2)cc1 | 3 | 1.1 | 97 | 98 | 3 | 97 | 14 | 98 | 10 | 96 | 96
Cc1ccc2nc(C3CCCN(C(=S)Nc4ccccc4C)C3)[nH]c2c1 (centres undefined) | 6 | 0.1 | 99 | 103 | 6 | 101 | / | 102 | 11 | 99 | 101
Cc1occc1-c1nnc(SCC(=O)NCc2cccs2)n1-c1ccc(F)cc1 | 1 | 0.8 | 95 | 95 | 2 | 97 | 10 | 96 | 16 | 95 | 96
Cc1nc(N2CCOCC2)c2c(C)c(C(=O)Nc3ccccc3Cl)sc2n1 | 4 | 1.2 | 108 | 104 | 6 | 103 | -11 | 104 | 11 | 100 | 104
CCCOC(=O)C1[C@H]2C(=O)N(CCCOC)C[C@]23C=C[C@H]1O3 (some centres undefined) | 59* | 0.1 | 98 | 103 | -1 | 100 | / | 105 | 16 | 100 | 101
COc1ccc(NC(=S)NNC(=O)c2ccc(S(=O)(=O)N3CCOCC3)cc2)cc1 | -20 | 0.2 | 100 | 95 | 2 | 95 | / | 92 | 13 | 90 | 93
COc1ccc(CCN2CC(C#N)=C3c4cc(OC)c(OC)cc4CCN3C2)cc1OC | 23 | 1.3 | 98 | 101 | 4 | 100 | / | 100 | 7 | 98 | 100
CCn1nc(C)c(NC(=O)/C=C/c2cnn(C)c2)c1C | -4 | 0.9 | 99 | 99 | 4 | 100 | / | 101 | 8 | 97 | 100
Cc1nc2ccccc2c(=O)n1/N=C/c1cn(-c2ccccc2)nc1-c1cccs1 | -4 | 0.2 | 98 | 97 | 5 | 96 | / | 95 | 8 | 95 | 95
O=C(NCc1ccco1)C1CN(S(=O)(=O)c2ccccc2)CCN1S(=O)(=O)c1ccccc1 (centres undefined) | 19 | 1.8 | 102 | 107 | 11 | 103 | -24 | 104 | 11 | 98 | 102
Fc1ccc(NC(=S)NCCc2ccc(Cl)cc2)cc1 | 22 | 0.0 | 101 | 105 | 1 | 106 | 5 | 101 | 2 | 100 | 100
Cc1nn(C)cc1C(C(=O)NC1CCCCC1)N(C(=O)Cn1nnc2ccccc21)c1ccc(F)cc1 (centres undefined) | 3 | / | 98 | 101 | / | 99 | / | 101 | 12 | 98 | 98
C=C(C)CN(CC)c1nc(N)c2c(N)nc3c(c2c1C#N)CC(=O)N3C12CC3CC(CC(C3)C1)C2 | 0 | 1.0 | 99 | 102 | 11 | 100 | -31 | 100 | 10 | 98 | 100
CCOc1ccc(-n2c(=O)c3sccc3n(Cc3ccc(C)cc3)c2=O)cc1 | 7 | 1.3 | 96 | 110 | 3 | 97 | 6 | 103 | 12 | 99 | 94
COc1cc(C(=O)Nc2ccc(Cl)c(C(F)(F)F)c2)cc(OC)c1OC | 50 | 0.5 | 102 | 99 | 11 | 101 | -15 | 100 | 14 | 98 | 101
CC(C)Oc1ccccc1-c1nc(SCC(=O)O)n[nH]1 | 21 | -0.1 | 99 | 100 | -2 | 99 | / | 100 | 13 | 99 | 98

Next section
SMILES | Mcl1 Noxa PPI | ABCB1 block | Rab7 wt modul | Rac1 wt modul | ABCG2 block | HRas wt GTP | Pf gametocyte | Cdc42 wt | Avidin bead fluor | Rac1 act GTP bind | Rab2A wt mod
CCOc1ccc(-c2nnc(-c3ccncc3)o2)cc1OCC | -2 | 0.5 | 109 | 99 | 19 | 96 | 13 | 91 | 9 | 94 | 97
CCC(=O)Nc1ccc2c(c1)ncn2-c1ccccc1 | -1 | 0.3 | 93 | 94 | 4 | 93 | / | 95 | 30 | 92 | 93
NC(=O)CSc1nc2sc(-c3ccccc3)cc2c(=O)n1N | 21 | 1.5 | 103 | 117 | 11 | 104 | / | 110 | 12 | 104 | 102
CCCCCCNC(=O)c1c(O)c2cccc3c2n(c1=O)CCC3 | 11 | 0.2 | 99 | 102 | 1 | 100 | / | 100 | 7 | 97 | 98
CCCCn1[nH]c(-c2ccccc2)cc1=O | -3 | -1.1 | 103 | 106 | -7 | 102 | / | 100 | 2 | 98 | 99

Bioassay records as filed in PubChem BioAssay.

No enrichment for hits; any-hit rate near 2.3%.
